Statin myotox sup: suppression of simvastatin myotoxicity | hit rate 0.78% among 330,000 | C2C12 myotubes + simvastatin, ATP luminescence, 48 h; scaled: DMSO 0, geranylgeraniol control 100 | rescue of ATP level, % at 7.49 µM;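 active = mean ATP rescue above about 67%, or every replicate alone reaching that limit, limit read from the data, passing the limit was not always enough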;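 also: myotubes were challenged with 10 µM simvastatin during compound exposure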
XiGFP reactiv: activators of X-chromosome reactivation in mouse fibroblasts | XiGFP mouse fibroblasts, % GFP-positive cells imaging, 3 d; cells co-treated with 5-aza-dC sensitizer; scaled so ellipticine positive control = 100% | activation, % at 7.58 µM | hit rate 0.055% among 360,000;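 active = mean normalized replicate activation at least 10% and every replicate at or above 10%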;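 also: 0% = median of on-plate neutral control wells and 100% = ellipticine 6 µM median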
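Assay system: SV40-immortalized XiGFP fibroblast cells, line 68-5-11; buffer or medium: DMEM plus 5-aza-dC sensitizer; compound: one concentration, pinned; timing: compounds 3 days, fix/stain 15 min at room temperature; benchmarks: positive control ellipticine, 6 µM final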
S100A4 inh HTS: inhibitors of human S100A4 binding to myosin IIA peptide | inhibition, % at 10.7 µM | hit rate 0.14% among 360,000 | S100A4/TAMRA-MyoIIA peptide fluorescence polarization | AID 652163 | P26447;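 active = mean inhibition of at least 70% across replicates, with every replicate also reaching that level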
Target sequence (P26447 whole entry, looked up): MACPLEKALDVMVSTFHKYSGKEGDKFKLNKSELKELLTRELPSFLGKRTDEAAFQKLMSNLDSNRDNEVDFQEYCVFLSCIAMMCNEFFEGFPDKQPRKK
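Material: S100A4 monomer (human). Medium: Calcium-containing HEPES buffer, pH 7.2. Probe or stimulus: labelled myosin peptide probe, 5 nM. Compound dosing: one concentration per compound. Timing: polarization read 5 min after assay mix addition, stable 5–60 min. Benchmarks: DMSO as neutral control, TFP as positive control.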
PGC1a acetyl inh: PGC1a acetylation modulation, inhibitor mode | inhibition, % at 15.6 µM | U2OS PGC1a acetylation, AlphaScreen anti-acetyl-lysine; with virally co-expressed GCN5 acetyltransferase | hit rate 0.17% among 350,000 | AID 651687;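 active = every replicate shows inhibition of at least 40%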;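 also: 0% = neutral control wells and 100% = positive control wells; some results beyond the cut were filed as inactive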
LGR2 inh: inhibitors of bursicon-induced Drosophila LGR2 receptor cAMP signaling | inhibition, % at 9.99 µM | HEK293 LGR2, CRE-luciferase, bursicon-stimulated, 4 h | AID 720647 | hit rate 0.35% among 380,000;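 active = drop in luminescence signal, shown as inhibition above about 50% in the replicate tests, limit read from the data, passing the limit was not always enough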;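 also: agonist challenge used bursicon conditioned medium at about half maximal strength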
ERAP1 HTS inh: ERAP1 (human) enzyme inhibition; Q9NZ08; recombinant ERAP1, Leu-AMC fluorescence, 60 min; inhibition, % at 10.7 µM; hit rate 0.15% among 340,000; AID 652197;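 active = mean replicate inhibition of at least 30%, or all replicates individually reaching that 30% level; inactive = mean below 30% and not every replicate reaching it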;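 also: 0% = neutral control wells and 100% = L-leucinethiol positive control wells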
SIRT5 block: blocks human SIRT5 desuccinylation of peptide; hit rate 1.1% among 330,000; Purified SirT5, succinyl-peptide AMC, trypsin-coupled fluorescence; AID 652115; inhibition, % at 15 µM; Q9NXA8; in the data active = inhibition above about 15%
Target sequence (Q9NXA8 whole entry, looked up): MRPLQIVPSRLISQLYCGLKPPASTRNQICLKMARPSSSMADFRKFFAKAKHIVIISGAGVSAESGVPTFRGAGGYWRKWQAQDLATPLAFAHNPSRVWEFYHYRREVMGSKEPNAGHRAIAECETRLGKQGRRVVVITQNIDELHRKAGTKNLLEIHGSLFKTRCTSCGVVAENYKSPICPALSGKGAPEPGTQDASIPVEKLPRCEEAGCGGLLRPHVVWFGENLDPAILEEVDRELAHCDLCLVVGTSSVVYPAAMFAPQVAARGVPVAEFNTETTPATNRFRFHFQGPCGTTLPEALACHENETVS
Cneo AK release: causes C. neoformans cell lysis; adenylate kinase release luminescence, 4 h; normalised: neutral wells 0, clomiphene wells 100; lysis activity, % at 15 µM; hit rate 0.2% among 360,000;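 active = mean lysis activity across replicates of at least 80%, whatever share of replicates individually reach that level; inactive = mean lysis activity below 80%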
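Signal: Adenylate kinase release luminescence | Assay system: Log-phase Cryptococcus neoformans yeast cells | Input: Cells at 5 × 10^6 per mL | Buffer or medium: Fresh YPD growth medium | Compound: Single dose | Schedule: Static 4 h at 37 °C with compound, 1 h detection | Controls: Clomiphene | Read-out: Luminescence rise reflecting yeast cell lysis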
Starred values were filed as active, the others as inactive; x = no result given. A portion of the library; rates above refer to the full screens.

SMILES | Statin myotox sup | XiGFP reactiv | S100A4 inh HTS | PGC1a acetyl inh | LGR2 inh | ERAP1 HTS inh | SIRT5 block | Cneo AK release
COc1cccc(S(=O)(=O)N[C@H]2CC[C@@H](CCn3cc(-c4ccc(F)cc4)nn3)O[C@@H]2CO)c1 | -2 | -0.3 | 18 | -2 | 7 | 3 | -6 | -5
CCn1c(SCC(=O)NNC(=O)c2ccc(OC)cc2)nnc1-c1ccco1 | x | 0.1 | 7 | -3 | -18 | 5 | 2 | x
CCOC(=O)C1=C(CSc2nc3ccccc3s2)NC(=O)NC1c1cccc([N+](=O)[O-])c1 (configuration not stated) | x | x | 2 | x | -2 | 11 | -3 | x
C[C@@H]1CN([C@H](C)CO)C(=O)c2cccc(NC(=O)Nc3ccc(F)cc3)c2O[C@@H]1CN(C)Cc1ccc(Cl)c(Cl)c1 | -57 | 0.0 | -8 | 19 | 17 | 0 | 5 | 0
COCCN(C(=O)c1cc(Cl)ccn1)c1c(N)n(Cc2ccccc2)c(=O)[nH]c1=O | 2 | 0.0 | 1 | -2 | -1 | 1 | -2 | 5
CC(C)CCOc1ccc(/C=C2\CCn3c2nc2cc(C(=O)O)ccc2c3=O)cc1 | -1 | 0.0 | -3 | 2 | -3 | -1 | 4 | x
Cc1ccc(-n2nc(C(=O)NN)c(C)c(C#N)c2=O)cc1Cl | 32 | 0.0 | 1 | x | 3 | -3 | -3 | 0
COCCN(C(=O)COC(=O)c1ccccc1Nc1ccccc1)c1c(N)n(Cc2ccccc2)c(=O)[nH]c1=O | x | 0.1 | -1 | x | 13 | 0 | -4 | x
CCOC(=O)Nc1ccc2c(c1)N(C(=O)CCCl)c1ccccc1[S@]2=O | 1 | 1.7 | -4 | 6 | 20 | -1 | -3 | 0
O=C(CSc1ncccn1)NC(=O)NC1CCCC1 | 0 | 0.1 | -1 | x | -3 | -1 | x | -1
CNC(=O)c1[nH]cnc1C(=O)N[C@@H](CCCCNC(=O)OC(C)(C)C)C(=O)OC(C)(C)C | -5 | 0.0 | -2 | x | 2 | -1 | x | 1
O=S(=O)(Nc1ncccn1)c1ccc(Cl)cc1 | -14 | 0.0 | 6 | x | 9 | -1 | 14 | 0
Cc1ccc(S(=O)(=O)Nc2ccc3c(c2)C(=O)N([C@H](C)CO)C[C@H](C)[C@H](CN(C)C(=O)C2CCCCC2)OCCCC[C@H](C)O3)cc1 | x | 0.2 | -16 | 5 | -10 | 2 | 9 | -3
C#CCNC(=O)C1=C[C@H](C(C)(C)C)C[C@H](OCc2ccc(CO)cc2)O1 | -5 | 0.0 | -2 | 3 | -1 | -2 | 1 | 0
O=C(NCCN1CCOCC1)c1ccc(N2CCCC2)c([N+](=O)[O-])c1 | x | 0.1 | 0 | x | 7 | 6 | 0 | x
CCC(c1nnnn1CCOC)N(Cc1cc2c(C)cc(C)cc2[nH]c1=O)CC1CCCO1 (configuration not stated) | 14 | x | 1 | -4 | -1 | 3 | 9 | -1
O=c1nccc(N/N=C/c2ccccc2O)[nH]1 | x | -0.1 | 3 | x | -8 | 0 | -2 | x
Cc1ccc(C)c(N2CCN(C(=O)c3cn(C)c4ccc(S(=O)(=O)N(C)C)cc4c3=O)CC2)c1 | -4 | -0.1 | 1 | x | 9 | 0 | 13 | 0
C[C@H](CO)N1C[C@H](C)[C@H](CN(C)Cc2ccncc2)Oc2ncc(C#CC3(O)CCCC3)cc2C1=O | -3 | -0.9 | 12 | -16 | -2 | -1 | -7 | -4
C[C@@H]1CCCCO[C@@H](CN(C)S(=O)(=O)c2ccc(F)cc2)[C@H](C)CN([C@H](C)CO)C(=O)c2cc(NS(=O)(=O)c3ccc(Cl)cc3)ccc2O1 | x | 0.1 | -3 | -11 | 14 | -1 | 17* | -6
CC(=O)Nc1ccc(/C=C(\C#N)C(=O)NC2CCCCC2)cc1 | x | 0.0 | 3 | -1 | 3 | 1 | -2 | x
CO[C@@H]1CN(C)C(=O)c2cc(NC(=O)C3CCC3)ccc2OC[C@H](C)N(CC2CCCCC2)C[C@H]1C | 1 | 0.1 | 14 | -4 | -4 | -2 | -1 | -3
C=CCC(NC(=O)N(C)C)(C(=O)OC)C(C)O (configuration not stated) | x | 0.2 | 0 | x | 8 | -4 | x | x
COC(=O)c1ccc(-n2nnnc2SCc2ccccc2OC)cc1 | 32 | x | x | -25 | -2 | x | x | -3
COc1ccc(CN(C)C[C@@H]2Oc3ccc(NC(=O)C4CCCCC4)cc3C(=O)N([C@H](C)CO)C[C@H]2C)cc1 | 8 | 0.1 | 2 | -5 | 16 | 3 | -4 | 2
SMILES | Statin myotox sup | XiGFP reactiv | S100A4 inh HTS | PGC1a acetyl inh | LGR2 inh | ERAP1 HTS inh | SIRT5 block | Cneo AK release
CCCC#Cc1ccc2c(c1)O[C@@H](CN(C)Cc1ccncc1)[C@@H](C)CN([C@@H](C)CO)S2(=O)=O | 16 | 0.5 | 11 | 7 | 6 | 0 | -4 | -4
CCC(=O)N1CCCC(C)(C(=O)Nc2nccc3ccccc23)C1 (configuration not stated) | 4 | 0.0 | -3 | 11 | 2 | 0 | x | -1
CCOc1ccc(/C=N/NC(=O)c2ccccc2O)cc1CN1CC2CC(C1)c1cccc(=O)n1C2 (configuration not stated) | 0 | x | 25 | 3 | 23 | 1 | x | -1
CN1CCN(C2CCCCC2NS(=O)(=O)c2ccccc2)CC1 (configuration not stated) | -10 | 0.1 | -1 | 11 | 2 | -5 | -3 | 0
CCCn1nc(NC(=O)C2CCCO2)c2cc3ccc(C)cc3nc21 (configuration not stated) | -6 | -0.1 | 0 | 6 | -17 | 0 | -3 | 5
Cn1cc2cc(NC(N)=S)ccc2n1 | -10 | 0.1 | -2 | -2 | -2 | -5 | 0 | 0
Nc1ccc(C(=O)n2c3ccccc3c3ccccc32)cc1 | -49 | x | x | 8 | 0 | x | x | -2
CN(/N=C/Cc1nnnn1-c1ccc(Cl)cc1)c1ccccc1 | x | 0.2 | 8 | x | -7 | -8 | -1 | x
CCOC(=O)c1sc(=S)n(CC)c1NC(=O)c1ccccc1C | x | 0.4 | -5 | -5 | -6 | -4 | -1 | -2
O=C1CC(c2ccc(S(=O)(=O)NCc3ccccc3)cc2)CN1 (configuration not stated) | 1 | 0.2 | 0 | -2 | -16 | x | x | 1
COc1ccc(NC(=O)N(C)C[C@H]2Oc3c(NC(=O)c4cnccn4)cccc3C(=O)N([C@@H](C)CO)C[C@@H]2C)cc1 | -15 | -0.4 | -3 | 2 | 11 | -1 | -1 | -6
C[C@H](CO)N1C[C@H](C)[C@@H](CN(C)C(=O)CCN2CCCCC2)Oc2ncc(C#Cc3ccccc3)cc2C1=O | 11 | -2.0 | 3 | 9 | -5 | -2 | 1 | 2
CC(C)c1nc(SCC(=O)c2ccccc2)c2c(=O)n(C)c(=O)n(C)c2n1 | 1 | 0.0 | 1 | -1 | -6 | 0 | 2 | -1
COc1ccc(N(C)S(=O)(=O)c2ccc3c(c2)NC(=O)CC(=O)N3)c(OC)c1 | -3 | 0.0 | 11 | -3 | 5 | -3 | -1 | 1
O=S(=O)(c1ccc(N2CCN(Cc3ccc4c(c3)OCO4)CC2)nc1)N1CCOCC1 | x | 0.2 | -4 | x | -7 | 3 | -7 | x
CN(C(=O)CSCC(=O)O)C1CCCCC1 | x | 0.3 | -8 | 4 | x | -2 | 4 | -1
COc1ccccc1CC(=O)Nc1ccc(S(=O)(=O)N2CC(C)CC(C)C2)cc1 (configuration not stated) | 8 | 0.0 | -4 | -2 | 1 | -3 | -4 | -1
C/C(=N/N=C1/NC(=O)CC(C(=O)Nc2ccccc2)S1)c1cccs1 (configuration not stated) | x | 0.3 | -3 | x | 13 | 7 | 3 | x
CCC(=O)N1CC2(CCN(Cc3ccc(Cl)cc3)CC2)c2c(n(C)c3cc(OC)ccc23)[C@@H]1CO | x | 0.1 | -4 | 19 | 4 | x | 1 | x
O=C(Nc1ccc(-c2csc(-c3ccccc3)n2)cc1)c1ccccc1Cl | -64 | x | 2 | -17 | 18 | 0 | x | -2
COc1ccc(OC)c(CN2CCN(CCCc3ccccc3)C(CCO)C2)c1 (configuration not stated) | -1 | 0.0 | 10 | x | 1 | -3 | -6 | -1
COc1ccc(OC)c(CN2C(=O)CCC2(C)c2nnnn2-c2c(C)cccc2C)c1 (configuration not stated) | x | 0.2 | -3 | x | 12 | 0 | x | x
C=CCc1cccc(/C=N/NC(=O)CNc2cccc3ccccc23)c1O | x | 0.6 | -4 | x | x | -5 | -1 | x
Cn1c(=O)c(C(=O)COC(=O)c2cc(C(F)(F)F)nc3c(C(F)(F)F)cccc23)c(N)n(CC2CC2)c1=O | x | -0.1 | 6 | x | 10 | -2 | x | x
CCOc1ccc(NC(=O)CSc2nc3c(c(=O)n2-c2ccccc2OC)SCC3)cc1 | -1 | 0.1 | -4 | x | -18 | 1 | -2 | 2
COc1ccc(S(=O)(=O)N(CC(=O)NCC2CCCO2)Cc2ccccc2)cc1 (configuration not stated) | 4 | 0.0 | -5 | x | 0 | -2 | 2 | 1
O=C(OCc1ccccc1)c1cnc(Cl)c(Cl)c1 | -11 | 0.1 | -2 | 6 | 4 | 1 | 2 | 0

Sorted by SMILES length (rising): part of the list above
SMILES | Statin myotox sup | XiGFP reactiv | S100A4 inh HTS | PGC1a acetyl inh | LGR2 inh | ERAP1 HTS inh | SIRT5 block | Cneo AK release
CN(C(=O)CSCC(=O)O)C1CCCCC1 | x | 0.3 | -8 | 4 | x | -2 | 4 | -1
CN1CCN(C2CCCCC2NS(=O)(=O)c2ccccc2)CC1 (configuration not stated) | -10 | 0.1 | -1 | 11 | 2 | -5 | -3 | 0
CCOC(=O)c1sc(=S)n(CC)c1NC(=O)c1ccccc1C | x | 0.4 | -5 | -5 | -6 | -4 | -1 | -2
CCCn1nc(NC(=O)C2CCCO2)c2cc3ccc(C)cc3nc21 (configuration not stated) | -6 | -0.1 | 0 | 6 | -17 | 0 | -3 | 5
C=CCc1cccc(/C=N/NC(=O)CNc2cccc3ccccc23)c1O | x | 0.6 | -4 | x | x | -5 | -1 | x
CC(C)c1nc(SCC(=O)c2ccccc2)c2c(=O)n(C)c(=O)n(C)c2n1 | 1 | 0.0 | 1 | -1 | -6 | 0 | 2 | -1
CCOc1ccc(/C=N/NC(=O)c2ccccc2O)cc1CN1CC2CC(C1)c1cccc(=O)n1C2 (configuration not stated) | 0 | x | 25 | 3 | 23 | 1 | x | -1
CCC(=O)N1CC2(CCN(Cc3ccc(Cl)cc3)CC2)c2c(n(C)c3cc(OC)ccc23)[C@@H]1CO | x | 0.1 | -4 | 19 | 4 | x | 1 | x
COc1ccc(NC(=O)N(C)C[C@H]2Oc3c(NC(=O)c4cnccn4)cccc3C(=O)N([C@@H](C)CO)C[C@@H]2C)cc1 | -15 | -0.4 | -3 | 2 | 11 | -1 | -1 | -6

Screening data deposited in PubChem BioAssay by Broad Institute.
